Screening results deposited in PubChem BioAssay by several laboratories.
TWEAK-Fn14 inh = blocks TWEAK-Fn14 interaction in a reporter cell assay; TWEAK-stimulated Fn14 reporter cells, luciferase luminescence, 8 h; inhibition, % at 10 µM; 360,000 tested, 2% active; AID 1159606; in the data active means inhibition above about 50%
TROY NFkB inh = blocks TROY-dependent signaling in reporter cells. AID 1347056. inhibition, % at 10 µM. Q293 LMP1-TROYcd NF-kB luciferase reporter, 4 h. 360,000 tested, 0.98% active;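 active means compounds whose plate-normalised and pattern-corrected inhibition of the luciferase reporter signal at the single screening dose is 50% or more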
NR2F2 inh = NR2F2 (human) inhibition, primary screen. P24468. HEK293T NGFI-A luciferase reporter, luminescence. inhibition, % at 8.6 µM. 370,000 tested, 0.7% active;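 active means inhibition above a per-plate cutoff, mean inhibition of test wells between control levels plus 3 SD, cut at about 38% in these data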;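 further: cells cotransfected with COUP-TFII expression vector driving the NGFI-A reporter; 0% = median of COUP-TF2 test wells and 100% = reporter-only cells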
TLR9-MyD88 inh = inhibitors of human TLR9-MyD88 binding; Q9NR96+Q99836; CHO BLA complementation TLR9-MyD88, CCF4 FRET ratio; inhibition, % at 4.98 µM; 340,000 tested, 0.21% active;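 active means inhibition above the mean over all tested compounds plus 3 SD, cut at about 21% in these data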;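 further: 0% = DMSO only wells and 100% = clavulanate BLA inhibitor control wells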
Granule exo inh = lytic granule exocytosis inhibition. TALL-104 LAMP-1 surface exposure, flow cytometry; cells stimulated with thapsigargin and PMA. inhibition, % at 10 µM. 360,000 tested, 0.66% active;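 active means inhibition above about 55%, limit read from the data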
ABHD5 PLIN5 PPI = ABHD5-PLIN5 protein interaction inhibition. Split G. princeps luciferase complementation, luminescence, 4 h. inhibition, % at 4 µM. 360,000 tested, 0.78% active. Q00G26+Q8WTS1;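 active means inhibition above the mean inhibition across every tested compound plus 3 SD, cut at about 22% in these data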;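 further: 0% = DMSO only wells and the 100% control is not disclosed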
Target sequence (Q00G26 whole entry, looked up): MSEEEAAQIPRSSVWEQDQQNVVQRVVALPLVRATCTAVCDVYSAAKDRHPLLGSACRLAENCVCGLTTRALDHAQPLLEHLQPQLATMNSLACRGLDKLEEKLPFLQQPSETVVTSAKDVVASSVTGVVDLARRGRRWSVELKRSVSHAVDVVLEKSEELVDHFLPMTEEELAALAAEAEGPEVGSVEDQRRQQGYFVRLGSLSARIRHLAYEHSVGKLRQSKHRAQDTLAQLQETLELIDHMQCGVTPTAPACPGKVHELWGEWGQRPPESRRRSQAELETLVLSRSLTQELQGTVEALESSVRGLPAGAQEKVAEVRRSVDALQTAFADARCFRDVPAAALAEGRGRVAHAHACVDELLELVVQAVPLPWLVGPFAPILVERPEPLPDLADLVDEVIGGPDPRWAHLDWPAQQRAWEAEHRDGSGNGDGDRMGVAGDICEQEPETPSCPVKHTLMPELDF
Target sequence (Q8WTS1 whole entry, looked up): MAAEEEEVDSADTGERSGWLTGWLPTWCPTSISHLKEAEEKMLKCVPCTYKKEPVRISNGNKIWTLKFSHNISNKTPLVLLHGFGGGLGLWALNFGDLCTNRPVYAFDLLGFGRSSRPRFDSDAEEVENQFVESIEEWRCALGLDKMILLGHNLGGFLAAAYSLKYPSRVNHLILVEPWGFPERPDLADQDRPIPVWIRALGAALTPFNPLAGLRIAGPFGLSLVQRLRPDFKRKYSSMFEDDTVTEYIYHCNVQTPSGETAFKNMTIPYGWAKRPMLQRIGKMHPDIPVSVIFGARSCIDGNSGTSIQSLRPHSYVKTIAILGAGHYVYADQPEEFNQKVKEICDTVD
NCOA3 inh = inhibits human SRC3 coactivator | Q9Y6Q9 | HEK293 GAL4-SRC3 luciferase reporter, luminescence | inhibition, % at 3.6 µM | 360,000 tested, 0.17% active;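 active means inhibition above a per-campaign cutoff, the mean of all compounds plus 3 SD, cut at about 60% in these data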;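 further: 0% = DMSO-treated cells and 100% = gossypol-treated cells at 36 µM; higher means less SRC3-driven luciferase light from the GAL4 reporter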
NOD2 RIPK2 PPI = blocks binding of human NOD2 to RIPK2; O43353; CHO BLA complementation NOD2-RIPK2, CCF4 ratio; inhibition, % at 4.98 µM; 360,000 tested, 0.38% active; AID 624267; in the data active means inhibition above about 21%;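 further: 0% = vehicle only and 100% = reference blocker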
SRC2 inh = human SRC2 (NCOA2) inhibition; Q15596; HEK293 GAL4-SRC2 luciferase reporter, luminescence; inhibition, % at 9 µM; 370,000 tested, 0.17% active;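 active means inhibition above the mean inhibition of all tested compounds plus 3 SD, set per campaign, cut at about 52% in these data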;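 further: 0% = DMSO treated cells and 100% = cells given Gossypol at 36 µM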
SRC1 inh = inhibits human SRC1 coactivator | 360,000 tested, 0.12% active | Q15788 | HEK293 GAL4-SRC1 luciferase reporter, luminescence | inhibition, % at 3.6 µM;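 active means inhibition above the campaign mean plus 3 SD, with each screening campaign given its own cutoff, cut at about 60% in these data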;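 further: 0% = DMSO treated cells and 100% = gossypol at 36 µM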
LRH-1 inv ag = NR5A2 inverse agonism in reporter assay; 360,000 tested, 0.13% active; HEK293T StAR-luciferase reporter, LRH-1 transfected, 24 h; inhibition, % at 3.6 µM; O00482;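 active means inhibition above the mean inhibition of all tested compounds plus 3 SD, cut at about 73% in these data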;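 further: 0% = DMSO wells and 100% = reporter-only cells lacking LRH-1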
Starred values were filed as active, the others as inactive; nt = no result given. A portion of the library; rates above refer to the full screens.

SMILES	TWEAK-Fn14 inh	TROY NFkB inh	NR2F2 inh	TLR9-MyD88 inh	Granule exo inh	ABHD5 PLIN5 PPI	NCOA3 inh	NOD2 RIPK2 PPI	SRC2 inh	SRC1 inh	LRH-1 inv ag
CCOC(=O)CN(C(=O)CSc1nnc(C)n1-c1ccccc1)c1ccccc1	2	-6	2	9	6	7	5	-11	18	-21	-1
CCS(=O)(=O)N1CCN(C(=O)c2cccs2)CC1	3	1	14	7	2	1	1	3	-16	8	-1
Nc1nc(Cl)cc(N2CCCC2)n1	-3	-8	-8	-8	0	-1	5	-1	-3	14	-23
Cn1c(=O)c2c(nc(CN3CCCCC3)n2Cc2c(F)cccc2Cl)n(C)c1=O	9	-11	14	-3	-9	5	8	-2	-4	-2	20
Cc1ccc2c(c1)sc1nc(=O)n(-c3cccc(Cl)c3)c(=O)n12	-35	-44	-14	-5	3	-6	-38	0	-26	-50	-22
CCC(C)N(C(=O)CSc1ccc(NC(C)=O)cc1)C1CCS(=O)(=O)C1 (stereo not given)	6	12	8	-8	-1	1	16	3	18	-23	-9
Cc1c(C(=O)N2CCN(C3CCS(=O)(=O)C3)CC2)oc2c(F)cccc12 (stereo not given)	-2	9	-29	-13	-6	7	-1	0	22	0	23
CCCCN(CCCC)CCCNC(=O)c1ccc2nc(-c3ccccc3NC(C)=O)c(=O)[nH]c2c1	3	0	5	-5	-1	0	10	2	5	-4	-4
O=C(O)c1ccc2c(c1)C(=O)N(C(Cc1ccccc1)C(=O)O)C2=O (stereo not given)	-15	-4	6	4	-2	-6	-31	1	3	6	-3
Cc1cc(C)cc(NC(=O)CN2CCN(CCN=CC3=C(O)CC(C)(C)CC3=O)CC2)c1	-8	-2	-2	-6	-2	-2	18	8	-3	-1	10
CCOC(=O)C1C(=O)NC(N2CCN(Cc3ccccc3)CC2)=NC1c1ccco1 (stereo not given)	-20	-8	6	2	-1	2	-17	-8	-5	-8	11
O=C(N1CCN(c2ccccn2)CC1)N1c2ccccc2Sc2ccccc21	-14	27	24	0	51	-7	-17	8	-6	-30	37
CC(C)N(C)c1ncnc2c1ncn2[C@H]1CN(Cc2ccc(-c3ccccc3)cc2)C[C@@H](CO)O1	26	26	4	nt	4	-4	-2	2	18	-27	0
COc1cccc(CNC(=O)Cn2ccc3cc(S(=O)(=O)N4CCCC4)ccc32)c1OC	-12	-14	8	3	0	5	23	-9	14	-8	14
CC(C)(C)NC(=O)[C@@H]1CN(Cc2cccnc2)CCN1C[C@@H](O)C[C@@H](Cc1ccccc1)C(=O)N[C@H]1c2ccccc2C[C@H]1O	-6	5	-2	-1	-6	-2	8	-28	-11	2	7
O=C(C1CC1)N1CCc2cc(S(=O)(=O)N(CCO)Cc3ccccc3)ccc21	2	13	7	3	2	-4	10	5	-12	7	12
COc1cccc(-c2cc(C(=O)NC3CC3)c3ccccc3n2)c1	6	-20	0	0	0	7	5	-11	16	-12	21
COCCNC(=S)N1CCCN(c2nc3cc(C)ccc3cc2C#N)CC1	6	-13	4	-11	13	-3	4	2	-10	-11	9
Nc1ccc(C(=O)Nc2ccco2)cc1	2	-47	-15	2	6	11	-27	-3	-44	-30	-20
Cc1cc(SCC(=O)Nc2cccc(S(N)(=O)=O)c2)c(C)cc1Br	12	8	9	-2	10	6	14	-2	-19	5	0
CCc1ccc(NC(=O)CN2CCc3ccccc3C2)cc1	-29	-38	-10	0	-5	4	-2	0	-8	-15	4
CCCCCc1c2c(cc(O)c1C(=O)O)OC(=O)c1cc(C(=O)CCCC)c(OC)cc1O2	29	-11	13	2	-3	1	-16	-8	-25	-15	-21
CCCCC(=O)Nc1nc2c(OC)cc([N+](=O)[O-])cc2s1	10	-10	-6	-2	-2	4	10	5	-61	4	9
C/C(=C\c1cccc(Cl)c1Cl)C(=O)c1c(C)cc(C)[nH]c1=O	72*	21	7	-8	-5	-1	0	12	-11	-10	-13
Cc1ccccc1OCC1Cc2c(nc(N)c(C#N)c2N)O1 (stereo not given)	58*	nt	-13	-1	-1	1	-50	-15	-30	-41	-50
(cont.)
SMILES	TWEAK-Fn14 inh	TROY NFkB inh	NR2F2 inh	TLR9-MyD88 inh	Granule exo inh	ABHD5 PLIN5 PPI	NCOA3 inh	NOD2 RIPK2 PPI	SRC2 inh	SRC1 inh	LRH-1 inv ag
Cc1ccc(NC(=O)CCn2c(=O)[nH]c3ccsc3c2=O)cc1	-1	-14	-3	-4	-4	-4	2	-5	-34	-24	-11
CCCCCn1c(=O)[nH]c2cc(C(=O)NCCN3CCOCC3)ccc2c1=O	28	14	13	5	1	-3	8	-6	-25	5	1
O=C(CCn1nc(-c2ccc(Cl)cc2)ccc1=O)NCc1cccnc1	-32	-15	-7	-4	4	2	23	3	-17	11	1
CSc1nc(=O)n2cc(C)ccc2n1	-8	-2	-3	-5	2	-5	-11	-2	8	-11	-4
CCOC(=O)c1ccc(NC(=O)CSc2n[nH]c(-c3ccncc3)n2)cc1	-6	-23	3	3	7	-1	4	5	4	3	4
COc1ccc(C(C)=O)cc1COC(=O)C(CO)NS(=O)(=O)c1ccc(Br)cc1 (stereo not given)	6	4	-2	-3	7	4	-1	-8	-21	2	14
COc1cccc(C(c2nnnn2C2CCCC2)N2CCN(C/C=C/c3ccccc3)CC2)c1OC (stereo not given)	-2	-2	-6	nt	6	4	8	-8	-12	5	19
CC(C)COC(=O)N1CC(O)CC1C(=O)Nc1ccc2c(c1)OCO2 (stereo not given)	-4	-21	-16	-14	20	10	7	-5	-15	-2	4
COc1ccc(F)cc1-c1cc(C(=O)NCc2cccc(C(F)(F)F)c2)[nH]n1	8	-10	5	nt	0	0	16	-11	2	7	-17
CCOc1cc(C(=O)NCC2CCCO2)cc(OCC)c1OCC (stereo not given)	-4	18	-20	3	-5	-4	0	5	-1	-17	-10
C/C(CC(C)C)=N\Nc1ccc(S(N)(=O)=O)cc1[N+](=O)[O-]	-8	-6	1	0	-1	1	6	3	-12	-6	-13
CCc1nc2ccc(C(=O)Nc3ccc(NC(C)=O)cc3)cn2c1N(CCC(C)C)CCN(C)C	6	0	-14	nt	-5	2	-2	-7	2	7	1
Cc1ccc2nc(N3C(=O)C(O)=C(C(=O)c4ccc(C)o4)C3c3ccco3)sc2c1 (stereo not given)	15	-14	-70	0	0	4	-54	-1	-64	-44	-26
COc1cccc(C2C(C#N)=C(C)NC3=C2C(=O)CC(C)(C)C3)c1 (stereo not given)	18	-12	13	5	-4	-5	9	0	4	-3	0
COCCN(C(=O)CSc1nnc(-c2ccccc2F)o1)c1c(N)n(CC(C)C)c(=O)[nH]c1=O	1	-1	-27	2	-2	-4	0	2	1	-7	11
Clc1ccc(Cc2ccc(SCc3ccccc3)nn2)c(Cl)c1	-8	5	-14	-2	2	-8	8	-10	-12	-1	8
O=C(NC1CCCC1)c1ccc(CS(=O)(=O)Cc2ccccc2F)o1	16	17	-4	2	-1	-6	-5	5	3	17	4
CCn1cc(CNCc2ccc(OCC(O)CN(C)Cc3ccccc3)cc2)cn1 (stereo not given)	-4	8	nt	-2	1	2	16	0	nt	1	1
COc1ccccc1NC(=O)CCNC(=O)C1CCN(S(=O)(=O)c2ccccc2)CC1	5	-12	1	-12	15	3	6	-1	-4	8	9
CN(C)c1ccc(/C=N/n2cnn(Cc3ccccc3Cl)c2=S)cc1	-23	-15	7	-2	2	6	17	-8	-24	2	11
CCOc1ncccc1C(=O)Nc1cccc(S(=O)(=O)N2CCOCC2)c1	-4	-5	1	-6	-11	-3	14	1	-17	5	4
Cc1c(C)c2ccc(OC(C)C(=O)NC3CC(C)(C)NC(C)(C)C3)cc2oc1=O (stereo not given)	22	4	-35	-9	-8	-3	9	-8	-7	10	-8
N#C/C(=C(\O)CCl)c1nnc2n1CCCCC2	17	20	17	1	1	-3	9	1	-7	-1	-11
COc1ccc(/C=N/NC(=O)c2cccnc2)cc1	-9	-23	1	-13	0	0	-27	0	-40	-69	-28
COc1ccc(NC(=O)Cn2nnc(C(=O)NCc3ccc4c(c3)OCO4)c2N)cc1	-3	13	1	4	-9	4	11	9	4	-6	1
New compounds follow:
SMILES	TWEAK-Fn14 inh	TROY NFkB inh	NR2F2 inh	TLR9-MyD88 inh	Granule exo inh	ABHD5 PLIN5 PPI	NCOA3 inh	NOD2 RIPK2 PPI	SRC2 inh	SRC1 inh	LRH-1 inv ag
CCc1ccc(-c2cc(C)no2)cc1S(=O)(=O)N1CC(=O)Nc2ccccc21	-12	-21	4	3	-1	7	4	4	8	8	-22
Cc1c(C(=O)O)oc2ccc(S(=O)(=O)NCCC3=CCCCC3)cc12	6	-14	-17	-4	0	-9	18	-1	9	-8	-24
O=C(CN(c1ccccc1)S(=O)(=O)c1ccccc1)NCCSCc1ccco1	13	-6	-4	-4	14	-1	-5	-7	2	-16	-1
Cc1sc(NC(=O)CCCC(=O)O)c(C(N)=O)c1-c1ccccc1	53*	-4	60*	-10	4	-1	5	-3	75*	-4	-19
CNC(=O)c1sc(Nc2cc(C)ccc2C)nc1C	2	13	-3	6	-1	1	11	10	3	11	14
Cn1nc(/C=C/c2ccccc2)ccc1=O	-21	-30	-28	5	0	3	-22	-4	-31	-37	-56
O=C1c2ccccc2C(c2nnnn2Cc2ccccc2)N1CCc1ccc(O)cc1 (stereo not given)	-5	-29	-24	nt	-3	-5	nt	-20	-26	nt	4
Cc1ccccc1-c1n[nH]c(=S)n1/N=C/C=C/c1ccco1	15	0	6	5	6	8	10	7	-17	0	6
CCc1noc(C)c1C(=O)OCC(=O)Nc1ccc(F)cc1Cl	-19	5	-4	2	-2	-3	10	-3	15	-9	-5
CN(C)C1CCN(Cc2cc(COCc3ccccc3)c3cccnc3c2O)C1 (stereo not given)	29	5	nt	1	2	10	16	-7	nt	11	13
COCc1cc(CN(C)C(=O)c2oc3c(F)cccc3c2C)[nH]n1	-5	-4	-11	-9	-1	-6	-7	0	4	4	-14
CCOC(=O)c1sc(=N)n(-c2ccc(OC)cc2)c1C	-9	-50	-35	6	0	3	-45	6	-27	-34	-56
CS(=O)(=O)N(CC(=O)NC1CCCCC1)c1cccc(F)c1	9	6	-1	-5	6	-5	7	-4	6	8	3
CCOCCCNC(=O)c1ccccc1Br	-17	-8	-18	-3	-2	-5	6	-13	-19	0	11
CN(C)c1ccc(C(=S)N2CCCCC2)cc1Br	-8	-21	-19	2	8	-2	6	-10	-13	-29	-15
CC(CC(=O)N1CCN(S(=O)(=O)c2ccccc2)CC1)n1cncn1 (stereo not given)	13	1	-1	0	-3	2	-6	2	-38	3	-26
O=C(CSc1nnc(Cc2cc(=O)[nH]c(=O)[nH]2)n1-c1ccccc1)NCC1CCCO1 (stereo not given)	-13	6	13	7	-1	1	6	4	10	-2	2
CCOC(=O)C1=C(COC(=O)CNS(=O)(=O)c2ccc(C)c(C)c2)NC(=O)NC1C (stereo not given)	-6	-22	-2	6	4	4	4	-10	16	7	-10

Whole records, quoted from the list. Order of screens: TWEAK-Fn14 inh | TROY NFkB inh | NR2F2 inh | TLR9-MyD88 inh | Granule exo inh | ABHD5 PLIN5 PPI | NCOA3 inh | NOD2 RIPK2 PPI | SRC2 inh | SRC1 inh | LRH-1 inv ag
Cn1nc(/C=C/c2ccccc2)ccc1=O across the screens: -21 | -30 | -28 | 5 | 0 | 3 | -22 | -4 | -31 | -37 | -56
CCOCCCNC(=O)c1ccccc1Br across the screens: -17 | -8 | -18 | -3 | -2 | -5 | 6 | -13 | -19 | 0 | 11
